MazF activator – increases E. coli MazEF RNase cleavage of RNA. activation, % at 20 µM. actives 0.32% (n = 350,000). AID 504720. FAM/BHQ RNA-DNA oligo cleavage fluorescence, 5 h; in the data active = activation above about 50%
Target sequence (P0AE70 whole entry, looked up): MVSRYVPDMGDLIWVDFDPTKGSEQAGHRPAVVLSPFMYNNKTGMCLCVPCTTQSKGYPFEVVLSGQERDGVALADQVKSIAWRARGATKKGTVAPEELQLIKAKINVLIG
Mtb BioA inh – BioA (M. tuberculosis) enzyme inhibition; purified M. tuberculosis BioA enzyme, plate reader; inhibition, % at 9.99 µM; actives 0.096% (n = 360,000); AID 602481; in the data active = inhibition above about 40%
SARS 3CLpro inh – SARS-CoV 3CLpro protease inhibition | P0C6X7 | recombinant SARS-CoV 3CLpro, quenched FRET peptide cleavage | inhibition, % at 6 µM | actives 0.14% (n = 290,000); in the data active = inhibition above about 12%
Rv3671c inh – inhibitors of M. tuberculosis serine protease Rv3671c. P9WHR9. inhibition, % at 5.96 µM. actives 0.048% (n = 320,000); in the data active = inhibition above about 38%;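 note: extracellular domain of Rv3671c used as enzyme; 0% = enzyme with DMSO and 100% = no enzyme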
Target sequence (P9WHR9 whole entry, looked up, the tested form may be a part): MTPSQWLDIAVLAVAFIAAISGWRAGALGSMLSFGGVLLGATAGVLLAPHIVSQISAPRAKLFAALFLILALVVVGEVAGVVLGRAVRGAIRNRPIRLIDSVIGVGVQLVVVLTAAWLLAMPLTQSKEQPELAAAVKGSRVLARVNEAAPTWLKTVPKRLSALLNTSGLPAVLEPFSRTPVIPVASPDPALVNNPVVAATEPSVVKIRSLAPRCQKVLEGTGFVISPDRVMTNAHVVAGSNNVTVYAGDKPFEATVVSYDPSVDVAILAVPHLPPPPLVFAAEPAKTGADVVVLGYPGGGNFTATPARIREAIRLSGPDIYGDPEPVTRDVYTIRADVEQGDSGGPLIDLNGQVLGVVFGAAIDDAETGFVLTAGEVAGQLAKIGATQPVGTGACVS
Mtb FBA inh – Mtb fructose-bisphosphate aldolase inhibition. AID 588726. inhibition, % at 1 µM. P9WQA3. purified M. tuberculosis FBA, fluorescence read-out. actives 2.3% (n = 360,000); in the data active = inhibition above about 27%;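 note: 0% = vehicle and 100% = reference inhibitor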
Target sequence (P9WQA3 whole entry, looked up): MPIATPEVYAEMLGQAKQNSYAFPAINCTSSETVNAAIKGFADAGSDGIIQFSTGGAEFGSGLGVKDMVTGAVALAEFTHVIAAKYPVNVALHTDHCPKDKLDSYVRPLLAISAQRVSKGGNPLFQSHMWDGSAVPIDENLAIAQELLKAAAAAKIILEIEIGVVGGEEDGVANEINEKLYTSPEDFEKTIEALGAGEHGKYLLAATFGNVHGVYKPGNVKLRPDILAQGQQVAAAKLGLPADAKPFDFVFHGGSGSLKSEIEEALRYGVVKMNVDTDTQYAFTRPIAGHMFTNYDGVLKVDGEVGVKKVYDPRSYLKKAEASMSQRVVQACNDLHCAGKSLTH
BH1578 lux ind – induces V. cholerae light production without autoinducers; activation, % at 18.7 µM; AID 588436; V. cholerae BH1578 lux reporter, luminescence, 6 h; actives 0.16% (n = 350,000); in the data active = activation mostly above about 9.7%, no sharp cut-off; note: not every result past the cut was called active; inactives centre near 0; reference of the scale not given here
UGM FP inh – inhibitors of M. tuberculosis UDP-galactopyranose mutase; P9WIQ1; purified UGM, fluorescence polarization probe displacement; inhibition, % at 10 µM; actives 0.06% (n = 320,000); in the data active = inhibition above about 10%, passing the limit was not always enough
DUSP3 inh – blocks human VHR1 dual specificity phosphatase. P51452. recombinant VHR phosphatase, pNPP absorbance. inhibition, % at 13.3 µM. actives 0.52% (n = 290,000). AID 1654; in the data active = inhibition above about 50%; note: some compounds called inactive have numbers as strong as hits
Target sequence (P51452 whole entry, looked up): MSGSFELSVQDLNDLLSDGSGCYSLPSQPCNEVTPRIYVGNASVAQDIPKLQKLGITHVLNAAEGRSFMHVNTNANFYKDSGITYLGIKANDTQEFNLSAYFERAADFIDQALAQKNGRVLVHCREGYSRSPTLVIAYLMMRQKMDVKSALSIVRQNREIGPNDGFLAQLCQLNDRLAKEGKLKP
SSB-PriA inh – inhibitors of Klebsiella pneumoniae PriA binding to SSB C-terminal tail. AlphaScreen SSBct-PriA binding, biotinylated peptide. inhibition, % at 33 µM. actives 0.6% (n = 430,000); in the data active = inhibition mostly above about 37%, no sharp cut-off; inactive = mostly below about 20%;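 note: plate controls were negative control peptide for no effect and reference peptide for full effect; strong numbers were not always called active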
GDH-TPI counter – inhibits GDH-TPI coupling enzymes, artifact for Mtb FBA screen; GDH-TPI coupled enzyme counterscreen, NADH absorbance; actives 1.2% (n = 360,000); inhibition, % at 4.8 µM; in the data active = inhibition above about 30%;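 note: 0% = DMSO wells and 100% = wells lacking the enzyme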
Numbers without * were called inactive; i = inactive; . = no result given. Not all compounds are listed; count on the stated rates, not on these rows.

SMILES	MazF activator	Mtb BioA inh	SARS 3CLpro inh	Rv3671c inh	Mtb FBA inh	BH1578 lux ind	UGM FP inh	DUSP3 inh	SSB-PriA inh	GDH-TPI counter
O=C(Nc1ccccc1C(F)(F)F)C1CCCC1	5	-1.5	-2	0	3	-0.3	1.5	-7	2	7
COc1ccc(C(=O)NNC(=O)c2cccs2)cc1S(=O)(=O)N1CCOCC1	-1	-5.1	.	-1	5	i	0.2	.	-8	5
CCOC(=O)C(CCCOc1cccc(OC)c1)C(=O)OCC	-1	-0.7	3	4	0	-3.3	-0.8	0	-73	6
COCCCN=C1NN=C(c2cc(C)n(-c3ccccc3)c2C)CS1	6	-0.9	-3	-5	-1	-6.7	1.1	37	5	9
O=C(Nc1ccn(Cc2c(F)c(F)cc(F)c2F)n1)c1ccc(COc2ccc(Cl)cc2Cl)o1	-25	.	1	-36	0	-0.4	2.2	-13	9	14
CCOC(=O)C1CCN(S(=O)(=O)Cc2ccccc2)CC1	-4	.	-4	-1	-3	-0.1	-2.4	-26	-5	-5
Cc1cccc(N(Cc2cc3ccccc3[nH]c2=O)S(C)(=O)=O)c1	1	-0.3	2	3	6	i	3.3	-9	-8	1
COc1ccc(Cn2c(S(=O)(=O)CC(N)=O)nc3ccccc32)cc1[N+](=O)[O-]	.	.	5	5	.	.	-2.4	8	.	.
Cn1c(SCC(=O)NCc2ccc3c(c2)OCO3)nc2scc(-c3cccs3)c2c1=O	45	-0.6	-2	7	4	1.2	-0.8	10	-1	11
COc1ccc(NC(=O)CSCC(=O)Nc2cc(Cl)ccc2N2CCCC2)cc1	-1	1.6	-4	-9	4	i	-0.9	-2	2	5
CCCCCCc1ccc(N2C[C@H](CCCCC)[C@@H](CC(=O)NCc3ccc(OC)cc3)C2=O)cc1	-1	0.9	0	-2	-1	-1.2	5.2	5	-2	0
CN(C)CCCNC(=O)C(=O)NCC1OCCN1S(=O)(=O)c1cccs1 (centres undefined)	1	-1.1	6	2	1	-1.0	0.1	10	0	9
CCOC(=O)C1CCN(C(=O)c2sc3nc(C)nc(N4CCC(C)CC4)c3c2C)CC1	3	6.0	-2	-5	-1	-0.2	-5.5	18	-1	7
O=c1cc(O)c2c(=O)n(C3CCCCC3)c3ccccc3c2o1	5	-2.6	-6	3	4	2.2	1.1	-1	-19	13
Cc1ccccc1NC(=O)c1ccc2c(c1)C(=O)N(CCC(C)C)C2=O	8	-0.8	-8	0	-1	i	-1.1	25	3	-1
O=C(/C=C/c1ccncc1)c1ccc2c(c1)OCCO2	9	.	-4	7	6	-0.6	-1.6	15	2	7
CC1(C)CC(=O)C(C=NCc2cccnc2)=C(O)C1	0	0.4	-5	1	2	-5.0	-1.4	10	10	-1
CC1(C)CCC(=O)N2CC[C@H]3c4cc5ccccc5nc4C[C@@H]1[C@H]32	7	2.7	.	.	-1	i	.	.	-13	-6
CC#CC(=O)NCC1(N(C)Cc2ccccc2)Cc2ccccc2C1	0	0.8	2	4	0	-0.3	0.4	19	-2	-1
Nc1nc(O)c(CC(=O)O)s1	-3	-4.0	-4	-1	3	-1.0	-0.4	6	2	6
COc1ccc(CN2CCNC(=O)C2CC(=O)NCc2cn3ccc(C)cc3n2)c(OC)c1 (centres undefined)	-5	1.0	1	5	3	-2.3	-3.7	35	4	6
Cc1cccc(/C=N/NC(=O)c2c(-c3ccccc3)noc2C)c1O	2	-1.4	7	2	6	-0.2	-0.6	18	.	9
CN(Cc1ccccc1)C(=O)COC(=O)/C=C/c1ccco1	5	.	1	6	-2	-0.3	0.3	8	-1	9
O=C(c1ccccc1)N1CCC(CC2CC(c3cccc(Br)c3)=NO2)(C(=O)NCC2CCCCC2)CC1 (centres undefined)	-4	-2.9	3	-15	-1	i	-2.0	6	-1	-4
Cc1ccc(NC(=O)C2(C)CCN2CCc2ccccc2)cc1 (centres undefined)	.	0.8	.	.	2	i	.	.	.	13
CC[C@@]12C(=O)N(c3ccccc3)C(=O)N1[C@H](c1ccc(OC)cc1)[C@@H]1C(=O)N(C(C)(C)C)C(=O)[C@@H]12	7	-2.6	.	-5	-2	i	4.1	.	-11	-1
CCSc1nnc2ccc(-c3ccc(C)cc3)nn12	8	1.6	-2	0	1	i	-2.9	14	-19	5
CN(C)C(=S)N=Nc1[nH]c2ccccc2c1O	6	.	-6	13	.	.	1.4	16	5	.
O=C(c1ccc(CNc2c(N3CCCC3)c(=O)c2=O)cc1)N1CC=C(c2ccccc2)CC1	6	0.1	5	-2	-2	-3.7	0.5	2	-4	-1
O=C(CSc1ccc2nnc(-c3ccccn3)n2n1)Nc1nccs1	1	0.8	-3	-5	0	-0.1	2.6	0	10	8

Of the compounds above, three have an aryl thioether with sulfur outside any ring.
SMILES	MazF activator	Mtb BioA inh	SARS 3CLpro inh	Rv3671c inh	Mtb FBA inh	BH1578 lux ind	UGM FP inh	DUSP3 inh	SSB-PriA inh	GDH-TPI counter
Cn1c(SCC(=O)NCc2ccc3c(c2)OCO3)nc2scc(-c3cccs3)c2c1=O	45	-0.6	-2	7	4	1.2	-0.8	10	-1	11
CCSc1nnc2ccc(-c3ccc(C)cc3)nn12	8	1.6	-2	0	1	i	-2.9	14	-19	5
O=C(CSc1ccc2nnc(-c3ccccn3)n2n1)Nc1nccs1	1	0.8	-3	-5	0	-0.1	2.6	0	10	8

(listing goes on)
SMILES	MazF activator	Mtb BioA inh	SARS 3CLpro inh	Rv3671c inh	Mtb FBA inh	BH1578 lux ind	UGM FP inh	DUSP3 inh	SSB-PriA inh	GDH-TPI counter
Cc1cc(C)cc(NC(=O)CN2CCN(CCN=CC3=C(O)CC(c4ccc(Cl)cc4)CC3=O)CC2)c1 (centres undefined)	-12	0.3	-6	-4	-2	-0.6	1.4	44	0	-2
CS(=O)(=O)N(CC(=O)Nc1ccccc1-c1ccccc1)c1cccc(F)c1	3	0.5	0	-7	1	-0.9	0.3	9	-15	0
CCCC/C(C)=N/NC(=O)NC1CCCCC1	1	.	0	-6	4	0.0	-0.7	6	.	-8
NS(=O)(=O)c1cccc(NC(=S)NCc2ccc3c(c2)OCO3)c1	6	-0.4	3	4	-3	-0.4	0.0	15	0	3
O=C(NN=C1CCCCCC1)c1c[nH]c2ccccc12	0	-0.1	1	-8	-2	i	-3.7	5	-8	13
Cc1ccc(NC(=O)c2ccccc2N(C)S(C)(=O)=O)cc1C	0	0.5	3	2	-2	-0.3	2.9	-5	-5	-2
Cc1ccc2nc(N3CCN(S(=O)(=O)c4ccc5c(c4)OCCO5)CC3)c(C#N)cc2c1	-28	-1.3	1	-3	4	1.0	2.3	21	-20	12
O=C(CN(Cc1ccccc1)C(=O)CNS(=O)(=O)c1ccc(Cl)cc1)NCC1CCCO1 (centres undefined)	2	0.6	-3	0	-3	-0.2	1.2	2	-3	1
CCCOc1ccc(F)cc1-c1cc(C(=O)Nc2ccc(OC)c(OC)c2)[nH]n1	.	-3.1	.	.	0	i	.	.	.	-2
O=C(NCCOCc1ccc(Cl)cc1)c1ncn[nH]1	-9	0.3	2	-4	2	i	1.8	-7	-3	5
N#C/C(=C\c1ccc(O)cc1)c1nc2ccccc2o1	-43	-2.2	-3	-2	-36	-0.2	-9.5	17	2	16
Cc1cc(C)c(C(=O)N(CCN(C)C)CC2CCCN(Cc3ccccc3F)C2)o1 (centres undefined)	8	-1.7	-7	-4	2	-0.8	1.1	10	-5	2
Cc1ccsc1C(=O)N1CCCC(N2CCN(c3cccc(Cl)c3)CC2)C1 (centres undefined)	3	-0.2	0	5	-1	i	0.0	28	-15	-4
O=C1CC[C@@H]2CC3(C[C@@H]4CCN1[C@H]24)Nc1ccccc1NC3=NC1CCCCC1 (some centres undefined)	11	0.0	.	.	-1	i	.	.	8	4
CN(CC(=O)Nc1cccc(C(F)(F)F)c1)C1=NS(=O)(=O)c2ccccc21	5	-0.3	.	0	6	i	-0.1	.	-8	3
O=C(Nc1cccc(C(=O)O)c1)/C(=C\c1ccc2c(c1)OCO2)NC(=O)c1ccccc1	-12	0.3	4	-7	-3	0.4	1.8	36	-10	25
Cc1nc2cc(C(F)(F)F)ccc2n1C1CCN(CC(=O)N2CCCC2)CC1	7	.	-6	5	4	-0.3	0.9	25	-7	2
N#C/C(=C\c1cccc(O)c1)C(=O)Nc1ccc2c(c1)OCCO2	16	-1.9	7	1	-2	-0.3	0.4	31	8	20
COc1ccc(OCCCC(=O)Nc2nc(C)c(C(C)=O)s2)cc1	15	.	-1	8	1	i	3.8	15	-2	5
COc1ccc(S(=O)(=O)N2CCc3ccccc3C2)cc1C(=O)O	3	-0.7	0	-2	-1	0.6	-3.2	7	-9	-14
O=C(CN1C(=O)CSc2ccc(S(=O)(=O)N3CCOCC3)cc21)NCc1ccc(Cl)cc1	4	-1.6	2	-1	-2	-0.4	-2.6	-41	8	4
O=C(NCCc1ccccn1)c1cccnc1Oc1ccc(Cl)cc1	9	.	3	1	9	-0.5	-1.6	19	-1	2
CCC(C)NC(=O)C1(O)c2cc(Br)ccc2NC(=O)N1c1cccc(OC)c1 (centres undefined)	2	3.0	-8	0	1	-1.0	1.4	.	-1	10
Cn1c(SCC(=O)NCC2CCCO2)nnc1-c1ccc(S(=O)(=O)N2CCCC2)cc1 (centres undefined)	13	0.5	-7	3	4	-1.9	1.4	18	-6	4
N/C(=N\OC(=O)c1ccccc1)c1ccn[nH]1	1	0.1	-2	1	1	0.2	-0.2	10	.	-4
Nc1ccc(Sc2ccc([N+](=O)[O-])cc2)cc1	-4	.	0	-4	-1	-0.2	-2.8	31	20	9
COc1cc(OC)cc(-c2ncc3ccccn23)c1	-2	-1.8	1	-2	-1	.	-1.6	0	11	2
COC(=O)c1cccc(S(=O)(=O)N2CCC(C)CC2)c1	4	2.7	4	0	-3	i	0.1	-8	-17	3
NC(N)=Nc1ccc2[nH]c3c(c2c1)C[C@@]1(O)[C@H]2Cc4ccc(O)c5c4[C@@]1(CCN2CC1CC1)C3O5 (some centres undefined)	16	2.1	.	3	3	1.0	.	.	-1	-7
O=c1cc(O)c(-c2ccc(Cl)cc2)c(Cl)[nH]1	6	.	0	-8	-1	i	-2.4	9	0	9
O=C1c2cc(F)ccc2OC2(CCNCC2)C12CC(c1ccccc1)=NO2 (centres undefined)	16	1.5	.	1	6	-0.7	-2.1	-4	2	15
COc1ccc(NC(=O)C(NC(C)=O)C(=O)NCc2ccccc2Cl)cc1 (centres undefined)	-5	-0.1	5	-4	4	i	1.6	-4	-2	9
O=C(CSCc1c(Cl)cccc1Cl)NCc1ccco1	-2	-0.6	2	3	-2	-0.2	0.3	4	4	1
COc1cc(/C=C2\SC(=O)NC2=O)ccc1Oc1ccc([N+](=O)[O-])cc1[N+](=O)[O-]	-12	.	5	-4	-5	-0.4	2.3	-6	-4	24
Cc1ccc(Nc2cc(C)c3c(O)cccc3n2)cc1C	20	0.3	7	24	6	-0.5	-2.2	-8	26	8
Cc1ccc(NC(=O)COc2ccccc2CNC(C)(C)CC(C)(C)C)cc1	12	2.7	-1	2	2	-0.7	-2.3	21	-2	-2
Cc1ccccc1S(=O)(=O)NC(=O)C1(C)CCN1C(=O)Cc1ccccc1Cl (centres undefined)	.	-1.7	.	.	4	-1.4	.	.	.	5
O=C(Nc1ccc(S(=O)(=O)N2CCOCC2)cc1)c1ccccc1	-11	6.3	-6	5	4	-0.4	-3.2	-1	-17	9
COc1cc(OC)c(NC(=O)[C@@H]2CCC(=O)N2C2OC(=O)c3c2ccc(OC)c3OC)cc1Cl (some centres undefined)	6	-0.4	-9	2	2	-0.5	-0.2	24	3	4
COCCNC(=S)N(CCCO)Cc1cc2cc3c(cc2[nH]c1=O)OCCO3	4	-0.7	-3	10	14	389*	3.4	14	-5	9

High-throughput results: PubChem, several laboratories
